From PubChem BioAssay
ATXN viability = cell viability loss in ATXN counter-screen | S2 cells (HEK-293 line with an ATXN2-luciferase reporter) viability, CellTiter-Fluor protease fluorescence, 24 h | Potency, µM (series often up to 56.7 µM), actives largely listed as cytotoxic | actives 0.49% (n = 400,000) | AID 651635; further: nearly all actives have a fitted effect of over 40% in size
HepG2 tox = kills HepG2 cells in TGF-b inhibitor counter-screen; actives 0.76% (n = 410,000); HepG2 CAGA-GFP viability, ATP luminescence, 18 h; Potency, µM (highest dose often 46.1 µM), without a hit: at the highest dose activity change, negative = cytotoxicity, actives largely listed as cytotoxic; further: some results filed as inactive show a strong effect at the top dose
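CellTiter-Glo luminescence gave cytotoxicity after 18 hours at 37 degrees C. The cells were HepG2 CAGA-GFP in 1% FBS DMEM, stimulated with 500 pg/mL TGF-beta after compound addition. %Activity was normalised to no-cell wells (complete cell-killing) and DMSO (no toxicity), and curves were fitted and classified.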
A549 tox = A549 cytotoxicity, counter-screen for Nrf2 inhibitors; A549 ARE-Fluc cells, CellTiter-Fluor viability, 18-24 h; Potency, µM (doses to about 46 µM), for the others: top-dose activity change, negative = cytotoxicity, most hits filed as inhibitors; actives 0.16% (n = 390,000); AID 504648; further: on the % scale 0 is the no-effect control and ±100 the full control effect
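A549 ARE-Fluc cells in 5% FBS OPTI-MEM, 5000 cells/well, rested 2 h then exposed to compounds in concentration-response for 18-24 h at 37 °C. Viability by CellTiter-Fluor fluorescence (Ex 405/Em 525) after 30 min; luciferase luminescence (BugLite, 15 min, RT) read afterwards.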
EPAC2 antag = antagonists of human EPAC2 | Q8WZA2 | EPAC2 GEF exchange of Rap1B-BODIPY-GDP, fluorescence | Potency, µM (series often up to 114 µM), for the others: at the highest dose activity, negative = inhibition, hits mostly inhibitors | actives 0.18% (n = 360,000); further: on the % scale 0 is the no-effect control and ±100 the full control effect; nearly all actives have a fitted effect of over 45% in size; many of its hits are not listed in these tables
Target sequence (Q8WZA2 whole entry, looked up): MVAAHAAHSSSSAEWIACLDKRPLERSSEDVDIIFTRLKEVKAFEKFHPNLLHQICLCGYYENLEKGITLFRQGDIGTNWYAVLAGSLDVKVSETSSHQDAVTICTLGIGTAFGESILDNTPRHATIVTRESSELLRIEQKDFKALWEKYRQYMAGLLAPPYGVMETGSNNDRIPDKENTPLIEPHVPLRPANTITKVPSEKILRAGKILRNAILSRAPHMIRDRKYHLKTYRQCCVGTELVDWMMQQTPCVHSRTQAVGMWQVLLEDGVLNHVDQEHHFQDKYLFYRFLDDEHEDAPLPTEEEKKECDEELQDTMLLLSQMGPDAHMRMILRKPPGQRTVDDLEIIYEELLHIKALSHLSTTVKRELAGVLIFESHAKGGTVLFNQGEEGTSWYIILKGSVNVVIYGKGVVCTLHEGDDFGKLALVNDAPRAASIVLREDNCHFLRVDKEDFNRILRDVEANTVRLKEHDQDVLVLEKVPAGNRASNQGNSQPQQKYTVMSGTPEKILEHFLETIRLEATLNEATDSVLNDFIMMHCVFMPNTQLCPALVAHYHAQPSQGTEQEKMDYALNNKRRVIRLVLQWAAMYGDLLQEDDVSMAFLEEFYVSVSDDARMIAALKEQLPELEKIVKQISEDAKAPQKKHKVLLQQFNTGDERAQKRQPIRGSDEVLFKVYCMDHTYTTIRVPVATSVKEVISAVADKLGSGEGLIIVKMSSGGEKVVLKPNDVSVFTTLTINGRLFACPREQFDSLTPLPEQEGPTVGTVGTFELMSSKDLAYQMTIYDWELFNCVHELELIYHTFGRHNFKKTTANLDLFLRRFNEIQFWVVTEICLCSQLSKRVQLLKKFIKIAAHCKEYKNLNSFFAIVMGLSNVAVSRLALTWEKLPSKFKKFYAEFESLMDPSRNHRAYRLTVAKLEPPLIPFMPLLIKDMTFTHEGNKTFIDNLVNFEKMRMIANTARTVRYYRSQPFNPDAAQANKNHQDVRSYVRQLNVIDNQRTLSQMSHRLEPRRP
Nrf2 block = blocks Nrf2 signaling; AID 504444; A549 ARE-Fluc reporter, luciferase luminescence, 18-24 h; Potency, µM (highest dose often 46 µM), without a hit: at the highest dose activity change, negative = inhibition, usual class: inhibitors; actives 2.1% (n = 360,000); further: on the % scale 0 is the no-effect control and ±100 the full control effect; nearly all actives have a fitted effect of over 60% in size
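Nrf2 activity is the BugLite luminescence, read 15 min after reagent at room temperature, following CellTiter-Fluor cytotoxicity readout (30 min, 37C). Compound titrations were applied for 18-24 h to 5000 A549 ARE_Fluc cells/well in 5% FBS OPTI-MEM.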
Nrf2 ARE act = Nrf2 pathway activation; AREc32 ARE-luciferase reporter (MCF7-derived line), luminescence, 24 h; Potency, µM (titrated, usually from 46.1 µM), without a hit: at the top dose activation, most hits filed as activators; actives 0.31% (n = 410,000); AID 624171; further: % of control where 0% means no effect; nearly all actives have a fitted effect of over 65% in size
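Luciferase luminescence (Steady-Glo, 30 min at room temperature) served as the read-out of ARE activation in AREc32 cells treated with compounds for 24 hr at 37 deg C.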
MCF10A rerep = induces DNA re-replication in MCF 10a normal breast cells; actives 2.9% (n = 350,000); Potency, µM (titrated, usually from 46.1 µM), for the others: at the highest dose activity, positive = re-replication, usual class: activators; MCF 10A DNA re-replication, Hoechst nuclear intensity, 48 h; AID 624296; further: % of control where 0% means no effect; nearly all actives have a fitted effect of over 50% in size
TGFb SMAD3 inh = inhibitors of TGF-b signaling. HepG2 CAGA-GFP TGF-b/SMAD3 reporter, GFP fluorescence, 18 h; TGF-beta stimulated, 500 pg/mL final. Potency, µM (series often up to 46.1 µM), for the others: top-dose activity, negative = inhibition, usual class: inhibitors. actives 1.2% (n = 410,000). AID 588855; further: on the % scale 0 is the no-effect control and ±100 the full control effect; nearly all actives have a fitted effect of over 65% in size
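Cell-based qHTS in HEPG2 carrying a CAGA-GFP Smad reporter; compounds added before 500 pg/mL final TGF-beta, 18 h incubation at 37 degrees C, GFP fluorescence quantified per cell by imaging cytometry.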
ATXN2 expr inh = reduces ATXN2 reporter expression in HEK-293 cells; HEK-293 ATXN2-luciferase reporter, luminescence, 24 h; AID 1745845; Potency, µM (titrated, usually from 57 µM), without a hit: at the top dose activity change, negative = inhibition, hits mostly inhibitors; actives 0.72% (n = 360,000); further: on the % scale 0 is the no-effect control and ±100 the full control effect; nearly all actives have a fitted effect of over 55% in size
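ATXN2-luciferase reporter cells (luciferase flanked by upstream and downstream ATXN2 gene portions) were treated 24 h at 37 °C with compounds at up to 57 uM. SteadyGlo luminescence gave expression; GF-AFC fluorescence gave viability.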
* hit, by the source's call; i = inactive; ? = inconclusive; nt = not tested or not shown; [ ] = dose if it differs, or a comment. The call rests on the fitted dose curve; in most records, active means well fitted curve in the direction sought with a large enough effect; inconclusive means small, poorly fitted or top-dose-only effect, or another doubt; inactive means no such curve, though single readings can be large; an effect the other way counts as inactive or inconclusive. Potency means the concentration at half of the fitted maximal effect. An excerpt; rates above refer to the full screens.

SMILES	ATXN viability	HepG2 tox	A549 tox	EPAC2 antag	Nrf2 block	Nrf2 ARE act	MCF10A rerep	TGFb SMAD3 inh	ATXN2 expr inh
CN(C)/C=C(\C#N)c1nc2ccccc2[nH]1	i	5%	4%	12%	23%	8.2%	-23%	19%	2%
O=C1C(=O)N(C2CCN(S(=O)(=O)c3ccc(F)cc3)CC2)CCN1Cc1ccccc1	i	7%	23%	nt	?	-1.0%	nt	10%	0%
CCOc1ccccc1NC(=O)c1sc2ncn(CC(=O)N3CCOCC3)c(=O)c2c1C	i	-8%	12%	-1%	-10%	?	-32%	2%	2%
COc1ccc(NC(=O)N(C)C[C@H]2Oc3c(NC(=O)Nc4ccc(C(F)(F)F)cc4)cccc3C(=O)N([C@H](C)CO)C[C@@H]2C)cc1	?	-19%	-16%	-7%	?	-4.1%	?	?	?
COc1ccc(CCNC(=O)C2CCN(S(=O)(=O)c3cccs3)CC2)cc1OC	i	7%	2%	2%	-1%	-0.1%	26%	6%	6%
COc1cc(NC(=S)N2CCN(c3ccccn3)CC2)cc(OC)c1OC	i	-6%	-6%	22%	-29%	-0.4%	-1%	1%	0%
COc1ccc(NC(=O)CSc2nc3ccccc3n2CC(=O)N(C)C2CCCCC2)cc1	?	-11%	2%	nt	nt	4.5%	nt	0%	1%
COc1ccc(C(=O)Cn2nnc(-c3ccccc3-n3cnnn3)n2)cc1	i	-51%	-5%	-5%	10%	0.5%	-2%	-2%	4%
Cc1ccc(/C=C/C(=O)Nc2ncc(C)s2)o1	i	-13%	4%	1%	12%	25%	10%	-4%	14%
COCCNC(=O)c1ccccc1NC(=O)c1ccccc1N(C)S(=O)(=O)c1ccccc1	i	-29%	-1%	-6%	nt	0.2%	-13%	-30%	-35%
COCCNC(=O)/C(C#N)=C/c1cccc(OCc2ccccc2)c1	i	-65%	7%	-12%	?	?	?	?	32%[activator]
O=C(Cc1ccc(NC(=O)N2CCSc3ncccc32)cc1)NCc1ccccc1	nt	-17%	15%	nt	-10%	-0.1%	nt	0%	nt
COc1cc([N+](=O)[O-])ccc1NC(=O)NCCCN1CCCC1=O	i	-43%	-10%	-1%	6%	0.1%	0%	6%	6%
O=C(COC(=O)c1ccccc1O)Nc1ccc(S(=O)(=O)N2CCCCC2)cc1	i	2%	-6%	-7%	-6%	-0.5%	2%	-4%	-17%
Cc1ccc(NC(=O)c2ccc3c(c2)C(=O)N(Cc2cccnc2)C3=O)c(C)c1	i	8%	3%	-2%	1%	2.7%	-1%	-4%	nt
O=C(NCc1ccco1)c1csc(Nc2ccccc2Cl)n1	i	1%	-11%	-5%	?	23%	?	-5%	3%
CC1Cc2ccccc2N1C(=O)CSc1nncn1C (stereo not drawn)	i	-3%	1%	0%	-9%	0.2%	1%	10%	-2%
CCOc1ccc(OCC)c(NC(=O)C2CCN(S(=O)(=O)c3cn(C)cn3)CC2)c1	nt	-2%	0%	nt	nt	0.9%	nt	?	nt
COc1cc(/C=C/C(=O)N2c3ccccc3Sc3ccc(C(F)(F)F)cc32)cc(OC)c1OC	i	-4%	1%	6%	-4%	-1.0%	-31%[inhibitor]	?	9%
CC(C)n1ncc2c(C(=O)Nc3ccccc3SCC(N)=O)cc(C3CC3)nc21	?	-49%	nt	-14%	nt	-1.3%	nt	-10%	nt
Cc1ccc(N)c(C(=O)CCCCC(=O)O)c1	i	-6%	-11%	9%	-11%	-0.5%	-2%	5%	1%
Cc1ccc(C)c(NC(=O)C(Sc2nncn2C)c2ccccc2)c1 (stereo not drawn)	?	-2%	4%	-1%	-12%	-0.5%	-4%	-2%	-7%
O=C(NCCCN1CCCC1=O)c1ccccc1NS(=O)(=O)c1ccc(F)cc1	i	-18%	4%	3%	4%	-0.1%	2%	1%	2%
O=C(Nc1nnc(COc2ccc(Cl)cc2)s1)c1ccc([N+](=O)[O-])cc1	?	8%	3%	-1%	nt	-0.8%	8%	2%	-26%
O=C(NCCCn1ccnc1)c1ccc(Cl)c(Cl)c1	i	9%	0%	0%	-5%	-1.1%	?	-5%	-8%
CCOc1cc(CNCCc2ccc(S(N)(=O)=O)cc2)ccc1OCC(=O)NC1CCCCC1	?	-44%	-8%	15%	nt	2.9%	15%	1%	-14%
Cc1ccc(S(=O)(=O)N2CCN(C(=O)N3CCCCC3)CC2)c(C)c1	i	-23%	nt	11%	nt	-0.9%	nt	?	nt
O=C(c1ccc2c(c1)N(Cc1ccc(Cl)cc1)C(=O)c1ccccc1S2(=O)=O)N1CCOCC1	i	1%	-11%	nt	0%	-0.3%	nt	-1%	8%
C[C@H]1CN([C@@H](C)CO)C(=O)c2cccc(NC(=O)C3CC3)c2O[C@H]1CN(C)Cc1ccncc1	i	-15%	-4%	7%	9%	-1.2%	-1%	-1%	5%
O=C(Nc1cccc([N+](=O)[O-])c1)c1ccc(-c2ccccc2)cc1	i	35%	4%	10%	2%	0.0%	0%	9%	6%
O=C(OCn1nnc2ccccc2c1=O)c1cccs1	?	8%	-3%	-11%	17%	-0.2%	1%	-10%	-15%
Cc1oc2c(C)c3oc(=O)c(CCC(=O)NCCN4CCOCC4)c(C)c3cc2c1C	i	-2%	4%	9%	-6%	0.4%	-5%	-12%	0%
CCOC(=O)c1c(S(=O)(=O)N2CCC(C(=O)Nc3cccc(C#N)c3)CC2)c(C)n(C)c1C	i	-36%	4%	nt	nt	-1.0%	nt	9%	-5%
Cc1ccc(CSc2nnc(-c3ccc(S(=O)(=O)N4CCCC4)cc3)o2)cc1	i	-2%	0%	-1%	-7%	0.1%	9%	7%	-26%
O=C(c1cccc(C(F)(F)F)c1)N1CCOc2ccccc21	i	3%	-9%	-11%	-15%	-0.8%	-8%	-10%	-21%
O=C(Cc1c(F)cccc1Cl)OCN1C(=O)c2ccccc2C1=O	i	9%	-11%	0%	-5%	-0.4%	-1%	-6%	15%
C(=C\c1ccccc1)/CN1CCN(C(c2ccnc3ccccc23)c2nnnn2C2CCCC2)CC1 (stereo not drawn)	?	-44%	nt	-30%	nt	3.0%	nt	10µM*	-26%
COc1ccc(S(=O)(=O)N2CCCCC2)cc1NC(=O)CCOc1cc(C)ccc1C	i	-3%	1%	-5%	4%	-0.9%	4%	-26%	nt
Cc1cccc(Nc2n[nH]c(C)c2[N+](=O)[O-])c1	i	-28%	?	-23%	?	4.6%	0%	-15%	78%[activator]
O=C(c1cc(N2C(=O)C3C4CCC(C4)C3C2=O)ccc1Cl)N1CCN(c2ccccc2F)CC1 (stereo not drawn)	i	-9%	0%	-2%	?	0.3%	0%	-18%	-13%
O=C(Nc1ccccn1)C1CCN(c2ncnc3c2nc2n3CCCCC2)CC1	i	-4%	10%	0%	?	-1.4%	-4%	-10%	nt
Cc1nc2ccccc2nc1CC(O)(c1ccccc1)c1ccccc1	i	-33%	nt	?	nt	-0.7%	nt	-4%	nt
Cc1ccc(NC(=O)CSc2nnc(CNC(=O)c3ccco3)n2C)c(C)c1	i	0%	4%	15%	2%	0.5%	?	9%	2%
O=C(COC(=O)/C(=C/c1cccs1)c1cccs1)NCc1ccccc1Cl	i	-17%	-3%	-7%	-7%	20%	12%	-12%	4%
Cc1cc(C)n2nc(SC(C)C(=O)N3CCCC3)nc2n1 (stereo not drawn)	i	-3%	0%	-11%	9%	0.0%	2%	0%	-9%

Profiles, quoted from the list.
Entry for Cc1cc(C)n2nc(SC(C)C(=O)N3CCCC3)nc2n1 (stereo not drawn) → ATXN viability = i; HepG2 tox = -3%; A549 tox = 0%; EPAC2 antag = -11%; Nrf2 block = 9%; Nrf2 ARE act = 0.0%; MCF10A rerep = 2%; TGFb SMAD3 inh = 0%; ATXN2 expr inh = -9%
Entry for CCOc1ccc(OCC)c(NC(=O)C2CCN(S(=O)(=O)c3cn(C)cn3)CC2)c1 → ATXN viability = nt; HepG2 tox = -2%; A549 tox = 0%; EPAC2 antag = nt; Nrf2 block = nt; Nrf2 ARE act = 0.9%; MCF10A rerep = nt; TGFb SMAD3 inh = ?; ATXN2 expr inh = nt

Next compounds
SMILES	ATXN viability	HepG2 tox	A549 tox	EPAC2 antag	Nrf2 block	Nrf2 ARE act	MCF10A rerep	TGFb SMAD3 inh	ATXN2 expr inh
COc1cc(/C=C2\SC(=S)N(CCC(=O)Nc3cccc(O)c3)C2=O)cc(OC)c1OC	?	-36%	-11%	0%	-3%	12%	?	13µM*	-25%
CN(CC(=O)Nc1ccc(F)c(F)c1F)C(=O)C1=NN(c2ccccc2)C(=O)CC1	?	1%	-1%	8%	14%	-0.1%	0%	2%	12%
Cc1ccc(S(=O)(=O)Nc2ccc(N3CCOCC3)cc2)cc1C	i	7%	-4%	-17%	-24%	-0.1%	0%	3%	-8%
O=C(NNC(=O)C12CC3CC(CC(C3)C1)C2)c1ccccc1O	i	-22%	-4%	-2%	?	-1.1%	10%	?	?
O=C(Nc1cccc(-c2nc3ccccc3o2)c1)c1cc([N+](=O)[O-])ccc1N1CCOCC1	nt	-12%	-13%	nt	?	-0.7%	nt	-24%	nt
C[C@H]1COC(=O)[C@@H](Cc2ccc(F)cc2)C/C=C\C[C@@H](CC(=O)N[C@@H](CO)Cc2ccccc2)C(=O)N1	i	-5%	-5%	10%	0%	0.2%	2%	-1%	0%
Cc1ccc(OCc2nnc(SCC(=O)Nc3ccc4c(c3)OCO4)n2C)cc1	i	-15%	2%	-6%	3%	0.1%	7%	7%	2%
CC1(C)CC(=O)c2c(oc3cc(O)c(O)cc23)C1	i	3%	-20%	3%	0%	7.4%	301%[0.0737 µM]	-17%	-10%
O=C(Nc1cccc(S(=O)(=O)Nc2ccccc2F)c1)c1ccc2ccccc2n1	i	-11%	-2%	-16%	?	2.2%	11%	-10%	-19%
O=C(COC(=O)c1ccccc1)NC1CCCCCC1	i	-3%	4%	-10%	0%	3.4%	-17%	-2%	0%
O=c1c(Sc2ccccc2)c(C(F)(F)F)[nH]n1-c1ccccc1	nt	-51%	?	0%	21µM*	-0.3%	?	?	nt
O=C(NCc1ccccc1)C1CCC(CNc2c(N3CCCCC3)c(=O)c2=O)CC1 (stereo not drawn)	i	-14%	-9%	0%	-1%	-0.4%	8%	?	4%
